BRCT inh red – BRCT-phosphoprotein interaction inhibition (red fluorophore). Potency, µM (top dose mostly 76.9 µM), inactives show top-dose activity change, negative = inhibition, hits mostly inhibitors. 75,000 compounds, 0.03% hits. BRCT-phosphopeptide binding, red fluorescence polarization. P38398; note: % is set by controls: 0 for no effect and ±100 for the full control effect
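Fluorescence polarization: 100 nM His-tagged BRCA1 BRCT with 100 nM TAMRA-labelled phospho-BACH1 decapeptide, phosphate buffer pH 7.3 with 150 mM NaCl, DTT, 0.01% Tween 20; 12 min RT. Binding inhibition seen as FP decrease.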
HBB splice mod – modulators of hemoglobin beta chain splicing; Potency, µM (highest dose often 46.1 µM), for the others: at the highest dose activation, actives largely listed as activators; 65,000 compounds, 0.06% hits; HBB splicing reporter cell assay, activation; EGFP reporter with mutant IVS2-654 intron; response scale: normalised to 500 nM splice-correcting PNA; note: potency is the fitted concentration of half-maximal effect; 0% is about no effect
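Compounds were applied for 2 days to HeLa EGFP-654 cells, 500/well in Optimem with 2% FCS. The reporter's EGFP is disrupted by mis-splicing of beta-globin intron IVS2-654. Readout: summed well GFP fluorescence from 488 nm laser scanning; reference was 500 nM antisense […] 654 PNA.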
BRCT PPI green – BRCA1 BRCT-phosphoprotein interaction inhibition. Potency, µM (series often up to 76.9 µM), without a hit: at the top dose activity change, negative = inhibition, actives largely listed as inhibitors. BRCA1 BRCT-phosphopeptide binding, green fluorescence polarization. AID 875. 75,000 compounds, 0.05% hits. P38398;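 note: potency is the fitted concentration of half-maximal effect; plate controls were peptide without protein for full effect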
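Fluorescence polarization: His-tagged BRCT (~35 kDa BRCA1 C-terminus, 250 nM) bound to 100 nM fluorescein-labeled phosphorylated 10-aa BACH1 peptide, pH 7.3 phosphate buffer with DTT and Tween 20. Compounds incubated 12 min at room temperature; inhibition read as lowered polarization.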
DNA Pol III inh – inhibitors of bacterial DNA polymerase III holoenzyme. Potency, µM (series often up to 57.1 µM), inactives show at the top dose activity change, negative = inhibition. AID 603. reconstituted DNA polymerase III holoenzyme replication, biochemical. 71,000 compounds, 0.25% hits; note: potency is the fitted concentration of half-maximal effect; % is set by controls: 0 for no effect and ±100 for the full control effect
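Reconstituted *E. coli* holoenzyme (0.35 nM Pol III, 1 nM beta, 154 nM SSB, 2 nM primase) was preincubated with compound for 15 min at RT. Synthesis on 1.4 nM ssM13Gori ran 35 min, then was stopped with PicoGreen/EDTA and read as dsDNA fluorescence.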
Ub-GFP proteasome – inhibits proteasome, raising ubiquitin-GFP reporter fluorescence | Ubiquitin-GFP reporter cells, proteasome inhibition, GFP fluorescence; response scale: untreated = 0%, 10 µM MG-132 = 100% | Potency, µM (series often up to 45.9 µM), inactives show at the highest dose activation (GFP accumulation), usual class: activators | 67,000 tested, under 10 active; active = well fitted activation curve with a large enough effect, not every such curve was filed as active; inconclusive = small, poorly fitted or top-dose-only effect, or another doubt; inactive = no such curve, though single readings can be large or run the other way; note: potency is the fitted concentration of half-maximal effect
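GFP accumulation read-out: laser plate cytometry counting ubiquitin(G76V)-GFP-expressing U2OS cells after 4 hr compound exposure at 37 °C. Titrations spanned 46 uM to 2.9 nM; 0% = basal, 100% = 10 uM MG-132; concentration-response curves fitted.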
USP2a inh – USP2a (human) protease inhibition; AID 927; 60,000 compounds, 0.1% hits; Potency, µM (titrated, usually from 38.3 µM), for the others: top-dose activity change, negative = inhibition, hits mostly inhibitors; USP2a enzymatic assay, qHTS inhibition; O75604;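 note: potency is the fitted concentration of half-maximal effect; nearly all actives have a fitted effect of over 60% in size; plate controls were DMSO for no effect and NEM full inhibition control for full effect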
Target sequence (O75604 whole entry, looked up): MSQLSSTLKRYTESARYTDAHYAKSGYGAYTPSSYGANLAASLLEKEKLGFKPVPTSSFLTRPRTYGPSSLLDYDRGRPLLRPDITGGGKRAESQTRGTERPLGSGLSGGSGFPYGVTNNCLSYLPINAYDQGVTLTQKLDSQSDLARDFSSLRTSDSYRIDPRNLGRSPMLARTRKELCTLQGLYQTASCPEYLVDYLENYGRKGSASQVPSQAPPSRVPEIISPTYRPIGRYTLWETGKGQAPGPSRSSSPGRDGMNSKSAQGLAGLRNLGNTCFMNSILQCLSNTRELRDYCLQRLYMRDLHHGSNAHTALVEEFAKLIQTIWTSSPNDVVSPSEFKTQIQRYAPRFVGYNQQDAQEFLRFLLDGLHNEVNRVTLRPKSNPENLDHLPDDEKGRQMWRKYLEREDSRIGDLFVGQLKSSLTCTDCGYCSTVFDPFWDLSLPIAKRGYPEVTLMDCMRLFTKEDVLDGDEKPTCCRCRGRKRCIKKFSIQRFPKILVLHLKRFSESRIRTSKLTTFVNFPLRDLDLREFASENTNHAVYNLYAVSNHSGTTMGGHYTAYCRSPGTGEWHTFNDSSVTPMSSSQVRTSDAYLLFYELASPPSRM
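USP2 core (20 nM final) was preincubated with compound for 30 min at RT in 20 mM Tris-HCl pH 8.0, 2 mM CaCl2, 2 mM beta-mercaptoethanol; Ub-PLA2 (20 nM) plus NBD C6-HPC (20 uM) then added, fluorescence read after 2.5 h.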
Hsp90 Hop PPI – changes Hsp90-Hop TPR2A binding signal, up or down. AlphaScreen TPR2A-His6 binding biotin-Hsp90 C-terminal peptide. Potency, µM (doses to about 57 µM), for the others: at the highest dose activity change, negative = inhibition. 71,000 compounds, 0.44% hits; active = well fitted curve in either direction with a large enough effect; inconclusive = small, poorly fitted or top-dose-only effect, or another doubt; note: potency is the fitted concentration of half-maximal effect; % is set by controls: 0 for no effect and ±100 for the full control effect; many of its hits are not listed in these tables
CRE Fsk mod – CRE-bla signaling modulation under forskolin stimulation. CHO CRE-bla reporter (cAMP response element driving beta-lactamase), forskolin EC10, beta-lactamase ratio. Potency, µM (series often up to 38.2 µM), inactives show top-dose activity change, negative = inhibition, hits mostly activators. 71,000 compounds, 2.5% hits; active = well fitted activation curve with a large enough effect in the signal ratio, with a control signal flat, not every such curve was filed as active; inconclusive = small, poorly fitted or top-dose-only effect, or effect the other way, or a change in a side signal; the % refers to the signal ratio; note: potency is the fitted concentration of half-maximal effect; % of control where 0% means no effect
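Modulation of forskolin signalling: compounds in titration series added with EC10 NKH 477 to CHO cells carrying a CRE-driven beta-lactamase reporter, 3 h, 37C. CCF4 FRET ratio (460/530 nm, ex 405 nm) gives %activity and AC50.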
HADH2 inh – blocks human hydroxyacyl-CoA dehydrogenase type II; recombinant HADH2, NADH fluorescence, beta-hydroxybutyryl-CoA; 73,000 compounds, 3.4% hits; Q99714; Potency, µM (series often up to 57.1 µM), inactives show top-dose activity change, negative = inhibition, hits mostly inhibitors; note: potency is the fitted concentration of half-maximal effect; % is set by controls: 0 for no effect and ±100 for the full control effect; nearly all actives have a fitted effect of over 60% in size; many of its hits are not listed in these tables
Target sequence (Q99714 whole entry, looked up, one chain of several): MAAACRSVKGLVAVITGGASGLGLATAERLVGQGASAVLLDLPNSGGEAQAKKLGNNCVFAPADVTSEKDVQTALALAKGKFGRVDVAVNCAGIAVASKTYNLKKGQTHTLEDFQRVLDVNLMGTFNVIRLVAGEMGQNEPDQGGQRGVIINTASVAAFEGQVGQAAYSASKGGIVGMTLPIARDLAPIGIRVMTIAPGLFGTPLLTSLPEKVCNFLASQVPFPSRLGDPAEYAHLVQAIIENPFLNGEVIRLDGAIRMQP
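Activity measured as NADH fluorescence gain (360/450 nm), taken as the change between first and last reads of a 4-min kinetic run. Conditions: pH 9.0 Tris buffer, 20 nM E. coli-expressed His-tagged enzyme, 1 mM NAD+, 90 uM beta-hydroxybutyryl-CoA; 15-min compound preincubation.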
Epigenetic mod – epigenetic GFP locus derepression in mouse cells; mouse C127i GFP locus derepression, cytometry, 30 h; Potency, µM (highest dose often 46.1 µM), without a hit: top-dose GFP derepression (activation); 68,000 compounds, 0.09% hits; AID 597; note: % of control where 0% means no effect
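Derepression screen: silenced CMV-GFP reporter in murine C127i cells, 30 h compound incubation at 37 C, washed cells imaged by laser-scanning cytometer to enumerate GFP-expressing objects of 20 to 120 um.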
15-hLO inh – inhibitors of human 15-lipoxygenase (ALOX15); P16050; purified 15hLO-1, xylenol orange hydroperoxide absorbance; Potency, µM (series often up to 57.1 µM), for the others: top-dose activity change, negative = inhibition, hits mostly inhibitors; 74,000 compounds, 1.4% hits; note: potency is the fitted concentration of half-maximal effect; % is set by controls: 0 for no effect and ±100 for the full control effect; nearly all actives have a fitted effect of over 55% in size
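Purified human 15hLO-1 (40 nM) in 25 mM Hepes pH 7.5, 0.01% Triton X-100, preincubated 15 min RT with compound, then 50 uM arachidonic acid for 6 min. Hydroperoxide read by ferrous/xylenol orange, 30 min; 573/405 nm absorbance ratio gave progress.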
Numbers without * were called inactive; u = inconclusive; x = no result given; [ ] = another dose, or the depositor's remark. Unless noted, calls come from the whole dose curve; as a rule, active = well fitted curve in the direction sought with a large enough effect; inconclusive = small, poorly fitted or top-dose-only effect, or another doubt; inactive = no such curve, though single readings can be large; an effect the other way counts as inactive or inconclusive. An excerpt (hit frequency here may not be typical).

Keys: A = BRCT inh red; B = HBB splice mod; C = BRCT PPI green; D = DNA Pol III inh; E = Ub-GFP proteasome; F = USP2a inh; G = Hsp90 Hop PPI; H = CRE Fsk mod; I = HADH2 inh; J = Epigenetic mod; K = 15-hLO inh
#1 COc1ccc(C2(C(=O)N3CCOCC3)CCOCC2)cc1OC
  A: -1.2%	B: -0.3%[57.5 µM]	C: -3.3%	D: 0%	E: 2%	F: -4%	G: 0%	H: u	I: 3%	J: 1%	K: -8%
#2 Cc1cc(C)c2c(N)c(S(=O)(=O)Cc3ccccc3)sc2n1
  A: 0.9%	B: x	C: 2.1%	D: -2%	E: -3%	F: 2%	G: 9%	H: 6%	I: -2%	J: 0%	K: -3%
#3 Oc1ccc(-c2[nH]ncc2-c2ccc(Cl)cc2)c(O)c1
  A: 0.0%	B: 2.0%[1.84 µM]	C: 3.2%	D: 0%	E: 7%	F: 35%[activator]	G: -5%	H: 6%	I: u	J: -2%	K: u
#4 CC(C)c1ccc(NC(=O)NC2CCCCC2)cc1
  A: 0.9%	B: -0.7%	C: 0.0%	D: -1%	E: -3%	F: 8%	G: 3%	H: 9%	I: 2%	J: 0%	K: -7%
#5 CCC(=O)Nc1nnc(Sc2ccc(N(C)C)cc2)s1
  A: 0.0%	B: -0.4%[9.22 µM]	C: -3.0%	D: -5%	E: 0%	F: 6%	G: -5%	H: 11%	I: -2%	J: 0%	K: 1%
#6 Cc1ccc2cc(CN(CC3CCCO3)C(=O)NC3CCCCC3)c(=O)[nH]c2c1C (configuration not stated)
  A: -0.1%	B: 0.1%[57.5 µM]	C: 0.1%	D: -4%	E: -1%	F: x	G: 0%	H: 2%	I: -12%	J: -3%	K: -15%
#7 Cc1ccc2[nH]c(-c3cccc(N)c3)cc2c1
  A: 1.3%	B: 3.3%[1.84 µM]	C: -5.7%	D: 2%	E: -6%	F: 20%	G: -28%	H: u	I: 4µM*	J: 6%	K: -21%
#8 O=C(CCCCCn1c(=S)[nH]c2cc3c(cc2c1=O)OCO3)N1CCN(C2CCCCC2)CC1
  A: 0.6%	B: 4.7%[0.369 µM]	C: -0.5%	D: -1%	E: 2%	F: 32%[activator]	G: -6%	H: -9%	I: -2%	J: 4%	K: -10%
#9 CCCN1Cc2cccc(C(=O)Nc3ccc(OC)c(OC)c3)c2C1=O
  A: -0.7%	B: 0.8%	C: -0.1%	D: -7%	E: -3%	F: 12%	G: 2%	H: -2%	I: 3%	J: 3%	K: 2%
#10 CCOCCCNC(=O)C1CCC(CNS(=O)(=O)c2cccc3nsnc23)CC1 (configuration not stated)
  A: 1.4%	B: 0.5%	C: -2.6%	D: -2%	E: -3%	F: 4%	G: 1%	H: 5%	I: 1%	J: -1%	K: -1%
#11 Cn1ccnc1SC(=O)N1c2ccccc2Sc2ccccc21
  A: 0.7%	B: -0.8%[0.0738 µM]	C: -2.1%	D: 0%[11.4 µM]	E: -13%[9.17 µM]	F: 9%[7.66 µM]	G: -12%[11 µM]	H: u	I: -13%[11.4 µM]	J: -2%	K: u
#12 CN1CCN(C(=O)c2ccccc2N(Cc2ccccc2)S(C)(=O)=O)CC1
  A: -1.6%	B: -1.0%	C: -4.1%	D: -4%	E: 7%	F: 1%	G: 0%	H: 5%	I: 1%	J: 0%	K: 3%
#13 Cc1ccc(NC(=O)CC2C(=O)NC3CCCCC3N2C(=O)c2ccc(F)cc2)cc1C (configuration not stated)
  A: -0.3%	B: 1.0%	C: -0.1%	D: 8%	E: 16%	F: 22%	G: -3%	H: u	I: 11%	J: 0%	K: -5%
#14 O=C(NCc1ccc(F)cc1)C1CCC(=O)N1CCc1ccccc1 (configuration not stated)
  A: 1.9%	B: -1.1%	C: -4.0%	D: -2%	E: 3%	F: x	G: 2%	H: -11%	I: 9%	J: 0%	K: -11%
#15 CC(=O)Nc1nnc(C)s1
  A: -4.9%	B: 1.6%	C: -3.1%	D: -3%	E: 7%	F: x	G: -2%	H: 5%	I: 5%	J: x	K: 5%
#16 OCCCCNc1cccc2ccccc12
  A: -0.1%	B: x	C: 0.0%	D: 0%	E: -1%	F: 14%	G: -7%	H: 2%	I: 32µM*	J: 1%	K: -13%
#17 Cc1c(Nc2nc3ccccc3nc2NS(=O)(=O)c2ccccc2)c(=O)n(-c2ccccc2)n1C
  A: 0.8%	B: -0.3%[57.5 µM]	C: -2.1%	D: -7%	E: 2%	F: -1%	G: -1%	H: -1%	I: -9%	J: 5%	K: 0%
#18 COc1ccc(NC(=O)CSc2nc3ccccc3c(=O)n2CCC(=O)N2CCCCC2)cc1
  A: -0.3%	B: 2.4%	C: 1.2%	D: -5%	E: 2%	F: 43%[activator]	G: -5%	H: u	I: -14%	J: 0%	K: -2%
#19 Cc1cc(-c2ccccc2)nc2cc(C(N)=O)nn12
  A: -2.7%	B: 0.7%	C: 0.9%	D: -1%	E: -4%	F: 4%	G: -2%	H: u	I: 32µM*	J: -3%	K: -27%
#20 O=C(c1cc2c(=O)n3ccccc3nc2s1)N1CCOCC1
  A: -0.8%	B: 0.8%	C: -0.8%	D: -4%	E: 8%	F: 0%	G: 2%	H: u	I: 16µM*	J: -1%	K: 1%
#21 O=C(c1ccc(S(=O)(=O)N2CCOCC2)cc1)N(c1ccc(F)cc1)C1C=CS(=O)(=O)C1 (configuration not stated)
  A: -0.1%	B: -0.5%	C: -1.1%	D: 3%	E: -3%	F: 7%	G: 0%	H: -1%	I: 2%	J: 2%	K: 1%
#22 Cc1c(Nc2ncnc3nc[nH]c23)c(=O)n(-c2ccccc2)n1C
  A: -0.5%	B: 0.8%	C: 2.8%	D: 0%	E: 6%	F: x	G: -15%	H: u	I: 4%	J: x	K: -7%
#23 c1cncc(-c2nn3cnnc3s2)c1
  A: -0.1%	B: -2.7%[57.5 µM]	C: -0.9%	D: -2%	E: 0%	F: -3%	G: -3%	H: 10%	I: 4%	J: 0%	K: 2%
#24 CC(C)OC(=O)CSc1nc2ncc(Cl)cc2[nH]1
  A: 1.3%	B: 2.4%[57.5 µM]	C: 0.0%	D: -3%	E: -4%	F: 17%	G: -2%	H: u	I: -2%	J: 6%	K: 4%
#25 O=C(CN1CCN(C2CCCCC2)CC1)Nc1ccccc1-c1ccccc1
  A: -0.3%	B: -0.2%[57.5 µM]	C: -1.4%	D: 3%	E: 3%	F: 0%	G: -3%	H: -8%	I: -2%	J: 3%	K: -2%
#26 COc1ccc(Cc2noc(-c3ccc(C)cc3)n2)cc1
  A: 0.6%	B: -4.1%	C: -1.7%	D: 4%	E: 3%	F: -10%	G: u	H: 7%	I: 2%	J: 0%	K: 8%
#27 COc1ccc(S(=O)(=O)n2c(CCN3CCOCC3)nc3ccccc32)cc1
  A: -1.1%	B: x	C: 3.9%	D: -1%	E: -2%	F: 218%[activator]	G: -1%	H: 6%	I: 8%	J: -2%	K: 4%
#28 O=C(NC1C=CS(=O)(=O)C1)c1sc2ccccc2c1Cl (configuration not stated)
  A: 1.3%	B: -0.2%	C: -0.6%	D: -9%	E: -2%	F: -2%	G: -3%	H: -9%	I: 4%	J: -3%	K: 8%

Bioassay records from PubChem BioAssay.
